# ZTA DNA inh = blocks Epstein-Barr virus ZTA, an EBNA-1 counter-screen | P03206 | ZTA-DNA binding, fluorescence polarization | inhibition, % at 11 µM | 320,000 tested, 0.15% active; in the data active = inhibition above about 33%
# Target sequence (P03206 whole entry, looked up): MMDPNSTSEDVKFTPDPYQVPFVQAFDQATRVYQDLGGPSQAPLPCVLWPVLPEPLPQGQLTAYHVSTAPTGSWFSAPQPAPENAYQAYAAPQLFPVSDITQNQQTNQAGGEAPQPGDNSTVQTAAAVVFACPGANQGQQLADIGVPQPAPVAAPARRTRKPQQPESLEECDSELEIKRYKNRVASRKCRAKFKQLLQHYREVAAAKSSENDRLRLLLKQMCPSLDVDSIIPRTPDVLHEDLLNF
# CR mimetic SO = reduction of superoxide in aged yeast, primary screen, HTS; S. cerevisiae aged cells, superoxide DHE fluorescence; stronger effect = lower value; 330,000 tested, 0.18% active; superoxide response (% of plate mean), % at 10 µM; AID 2690, 2010;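 active = superoxide response under a set limit, about three screen SD below normal, cut at about 65% in these data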;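 also: yeast aged for seven days with compound at 30 °C before DHE staining; 100% = average MFI of all compound-treated wells on the plate with controls excluded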
# Efflux pump inh = inhibitors of Candida efflux pumps in yeast, primary screen, S. cerevisiae, Nile Red, multiplex; S. cerevisiae Candida pump triplex; inhibition, % at 10 µM; 330,000 tested, 0.44% active; AID 485275, 2010;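 active = plate passing quality check with inhibition over a set limit, or well fluorescence over plate mean plus 4 SD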;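 also: Nile Red retained in pooled yeast measured as flow cytometry median fluorescence; 0% = buffer negative control and 100% = Enniatin B positive control; higher means more Nile Red kept so more efflux inhibition; some compounds called inactive have numbers as strong as hits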
# MCL1 BIM primary = inhibitors of MCL1 binding to BIM-BH3, primary screen, biochemical, fluorescence polarization; Induced myeloid leukemia cell differentiation protein Mcl-1 (Homo sapiens), Q07820; GST-MCL1 / FITC-Bim-BH3 fluorescence polarization; inhibition, % at 10.9 µM; 320,000 tested, 0.68% active; AID 2057, 2009;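 active = inhibition above the mean inhibition of all tested compounds plus 3 SD, set per campaign, cut at about 40% in these data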;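 also: 0% = DMSO wells and 100% = unlabeled Bim-BH3 peptide control; higher means more loss of mP so more displacement of Bim peptide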
# Bcl-xL primary = inhibitors of human Bcl-xL, primary screen, biochemical, fluorescence polarization, HTS. Bcl-2-like protein 1 (Homo sapiens), Q07817. GST-Bcl-xL / FITC-Bim BH3 peptide fluorescence polarization. inhibition, % at 10.9 µM. 320,000 tested, 0.7% active. AID 2129, 2009;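 active = inhibition above the mean of all tested compounds plus 3 SD, cutoff set per campaign, cut at about 30% in these data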;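 also: 0% = DMSO wells and 100% = unlabeled Bim-BH3 peptide competitor; inhibitors lower millipolarization by displacing the labeled peptide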
# Target sequence (Q07817 whole entry, looked up): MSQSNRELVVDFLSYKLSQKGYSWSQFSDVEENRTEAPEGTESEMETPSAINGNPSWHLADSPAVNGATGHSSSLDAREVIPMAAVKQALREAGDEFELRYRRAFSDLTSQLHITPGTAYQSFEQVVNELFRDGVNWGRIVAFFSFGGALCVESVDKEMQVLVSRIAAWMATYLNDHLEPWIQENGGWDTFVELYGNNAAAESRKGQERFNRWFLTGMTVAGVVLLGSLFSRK
# Fam108B counter = mouse Fam108B serine hydrolase inhibitors, primary screen, counter-screen for RBBP9 inhibitor project, biochemical, fluorescence polarization. recombinant Fam108B, FP-Rh probe fluorescence polarization. inhibition, % at 9.51 µM. 300,000 tested, 0.33% active. AID 1947, 2009;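 active = inhibition above the screen mean inhibition plus 3 SD, computed separately per campaign, cut at about 18% in these data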;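 also: inhibitors lower polarization as less probe binds the enzyme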
# GLD-1 TGE inh = GLD-1/TGE RNA complex disruptors, primary screen, biochemical, fluorescence polarization | inhibition, % at 5.96 µM | 320,000 tested, 0.44% active | purified GLD-1 + fluorescein TGE RNA;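 active = percent inhibition above a per-plate cutoff, the plate mean of test compounds plus 3 SD, cut at about 30% in these data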;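 also: 0% = DMSO wells with GLD-1 and probe and 100% = wells lacking GLD-1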
# Target sequence (Q17339 whole entry, looked up): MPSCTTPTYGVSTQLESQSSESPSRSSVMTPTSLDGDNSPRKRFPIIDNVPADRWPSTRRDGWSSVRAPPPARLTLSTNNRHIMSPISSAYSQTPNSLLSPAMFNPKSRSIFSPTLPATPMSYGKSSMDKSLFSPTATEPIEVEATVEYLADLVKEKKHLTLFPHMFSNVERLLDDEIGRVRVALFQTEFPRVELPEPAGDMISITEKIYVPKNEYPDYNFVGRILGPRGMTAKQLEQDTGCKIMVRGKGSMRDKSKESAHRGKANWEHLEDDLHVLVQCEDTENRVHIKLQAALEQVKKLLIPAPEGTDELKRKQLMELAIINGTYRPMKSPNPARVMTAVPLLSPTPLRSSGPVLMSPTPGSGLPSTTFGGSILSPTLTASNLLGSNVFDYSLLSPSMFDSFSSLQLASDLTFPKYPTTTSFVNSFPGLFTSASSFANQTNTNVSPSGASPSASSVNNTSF
# MEX-5 binding = MEX-5 zinc finger RNA-binding disruptors – biochemical, C. elegans, fluorescence polarization, MLPCN library, primary screen | Zinc finger protein mex-5 (Caenorhabditis elegans), Q9XUB2 | AID 1832, 2009 | activity score (negative = inhibition of binding), % at 10 µM | 300,000 tested, 0.38% active | MEX-5/FITC-TCR2 RNA binding; stronger effect = lower value;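 active = inhibition past about -25% in most replicates, and total fluorescence under double the plate's negative control median, limit read from the data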;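 also: 0% = DMSO and -100% = 5 µM competing unlabeled TCR2 RNA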
# EBNA-1 inh = EBNA-1 DNA-binding inhibitors, primary screen, biochemical, fluorescence polarization; inhibition, % at 14.8 µM; 300,000 tested, 0.34% active; AID 1950, 2009; in the data active = inhibition above about 28%
# The depositor's hits bear a star; . = not tested or not shown. Random draw from the library; any-hit rate near 2.3%.
# Results follow in this order: Fam108B counter	Bcl-xL primary	GLD-1 TGE inh	MCL1 BIM primary	ZTA DNA inh	CR mimetic SO	MEX-5 binding	Efflux pump inh	EBNA-1 inh
> Cc1ccc(S(=O)(=O)NCC(=O)N(CC(=O)NCc2ccco2)Cc2ccccc2)cc1
  -2	-5	-4	-8	5	102	1.5	-0.1	3
> O=C(CCCC(=O)N1CCN(c2ccccc2F)CC1)c1ccccc1
  -2	4	-2	6	-8	100	-0.2	0.1	6
> Cc1cc(C)n(-c2ccc(Cl)c(C(=O)O)n2)n1
  -2	6	-3	1	4	101	-1.4	0.0	3
> N#Cc1c(N2CCCCC2)nc(N2CCCCC2)c2c1CCN(Cc1ccccc1)C2
  -3	15	12	12	7	95	-1.0	0.1	9
> CCOc1ccc(S(=O)(=O)N2CCN(Cc3ccc4c(c3)OCO4)CC2)cc1C
  -2	4	2	6	-14	99	-0.8	0.1	-6
> CCN=C1SC(CC(=O)NC(N)=O)C(=O)N1CC (stereo not given)
  3	3	2	9	-3	104	4.4	0.1	4
> COc1ccc(CN2CCN(C(=O)c3ccc(-c4ccccc4)cc3)CC2)c(OC)c1OC
  -5	9	3	6	3	95	-0.2	0.0	5
> Cc1ccc2nc(-c3cccc(S(=O)(=O)N4CCCC4)c3)cn2c1
  -1	6	5	4	1	82	0.1	0.0	0
> CCOc1ccccc1N(CC(=O)NC(C)(C)C)C(=O)CCC(=O)Nc1nccs1
  -1	10	8	9	2	118	0.2	0.0	3
> Cc1cccc2cc3cccc(C)c3nc12
  0	0	-6	2	1	137	-2.2	0.4	-6
> Cc1ccc(S(=O)(=O)Nc2ccc(C(=O)Nc3cc(C)on3)cc2)cc1
  0	3	7	3	-5	86	-0.5	0.0	4
> NC(=O)[C@@H]1CC2(CC(c3cccc(NC(=O)CC(c4ccccc4)c4ccccc4)c3)=NO2)CN1C(=O)[C@@H]1CCC(=O)N1 (stereo not given in full)
  -3	1	3	2	-11	102	-2.0	-0.2	-3
> CC1CCN(CC(=O)NC2CCCCC2)CC1
  0	-2	3	-3	-20	96	-0.1	-0.1	0
> CCOC(=O)c1[nH]cnc1C(=O)Nc1ccccc1OC
  -3	1	-7	-4	-7	112	-1.7	0.0	-12
> O=C(N[C@H](Cc1ccc(Cl)cc1)C(=O)O)OCC1c2ccccc2-c2ccccc21
  -1	1	3	3	7	114	0.2	0.0	1
> O=C(/C=C/c1ccncc1)c1cc(Cl)ccc1O
  15	6	-10	3	0	102	2.1	-0.9	-1
> Cn1nc(OCCOc2ccccc2)ccc1=O
  3	3	4	-2	7	104	-0.2	-0.1	5
> CCCN(Cc1cc2cc(C)ccc2[nH]c1=O)C(=O)c1ccccn1
  -1	6	1	5	10	108	-1.5	0.0	7
> CCN1C(=O)C(CC(=O)Nc2ccc(OC)cc2)N(CCCN2CCN(c3ccc(OC)cc3)CC2)C1=S (stereo not given)
  2	4	5	10	4	117	-0.2	0.6	-3
> O=c1c2ccccc2nnn1CSc1nnc(-c2cccc(S(=O)(=O)N3CCCCC3)c2)o1
  -5	-5	2	-11	9	95	-0.1	0.2	-4
> CCCn1c(NC(=S)Nc2ccccc2)nc2ccccc21
  -1	4	0	13	17	103	2.4	-0.2	6
> CC(C)N(C(=O)N1CCC(c2nc(-c3ccncc3)no2)CC1)C(C)C
  2	11	-2	1	-2	96	-0.7	-1.1	8
> CCc1ccc(NC(=O)CC2NCCNC2=O)cc1 (stereo not given)
  1	1	6	8	-8	81	1.3	-0.2	-6
> CC(NC(=O)CCc1c[nH]c2ccccc12)c1ccccc1 (stereo not given)
  0	5	1	7	1	107	2.2	0.1	4
> Cc1ccnc(NC(=O)CCC(=O)N(CC(=O)NCc2ccc(F)cc2)c2cccc(F)c2)c1
  1	-1	2	2	0	96	0.1	0.0	0
> CN(CC(=O)Nc1ccc(Cl)cc1)C(=O)CNC(=O)c1ccc2ccccc2c1
  -6	2	7	12	29	100	0.5	-0.1	-5
> N#CCCn1nc(Cc2cccc3ccccc23)c(C#N)c1N
  -4	2	-12	-2	1	121	0.9	0.0	7
> CCOc1cc(OCC)cc(C(=O)NC(=S)Nc2cccc(C(F)(F)F)c2)c1
  -14	1	-5	24	13	98	1.6	0.0	-9
> O=C(CN1CCN(c2ccccc2)CC1)Nc1scc2c1c(=O)oc1ccccc12
  2	7	0	8	4	96	1.6	0.1	-6
> COc1ccc(CN(C)CC(O)COC(c2ccc(OC)cc2)c2ccc(OC)cc2)cc1 (stereo not given)
  -3	-5	-9	-4	-12	87	-2.2	0.1	-22
> NC1=NN=C(c2ccc3c(c2)OCCO3)CS1
  4	16	4	11	4	100	-0.1	-0.1	8
> COc1ccc(CNC(=O)C2CCCN(c3nccc(C)n3)C2)cc1 (stereo not given)
  -3	1	-13	7	-8	94	-0.9	-0.2	-4
> CC(=O)Nc1ccc(S(=O)(=O)Nc2nc3ccccc3nc2Nc2cccc(S(N)(=O)=O)c2)cc1
  2	8	3	3	3	88	-1.6	-0.1	-3
> CC1CC(C)(C)NC(=S)N1CC(=O)NCc1ccccc1Cl (stereo not given)
  4	-5	8	-3	-1	83	0.4	3.3	-8
> COc1ccc(S(=O)(=O)Cc2ccc(C(=O)NCc3ccccc3)o2)cc1
  0	14	-7	5	-7	102	2.7	0.2	-4
> CC1Cc2ccccc2N1C(=O)CSc1nnc2c(n1)[nH]c1ccc(F)cc12 (stereo not given)
  -9	0	-3	0	1	111	1.3	0.4	-4
> COc1ccccc1C1C2=C(CC(C)(C)CC2=O)Nc2nnnn21 (stereo not given)
  1	4	6	6	-7	103	-1.5	2.0	-2
> CN(C)S(=O)(=O)c1ccc(N2CCCC2)c(C(=O)NC2CCCCC2)c1
  -3	-2	4	-9	11	95	3.1	-0.1	-14
> CC(C)Oc1ccc(Cn2c(-c3ccco3)n[nH]c2=S)cc1
  0	-30	2	-21	4	104	-2.8	-0.2	-2
> COc1ccc(OCc2nnc(SCC(=O)NNC(=O)c3ccc(C)cc3)n2C)cc1
  1	-1	0	2	-6	85	0.4	0.0	4
> CSc1nnc(NC(=O)c2cc(=O)c3cc(C)cc(C)c3o2)s1
  2	3	-1	-6	20	140	0.0	0.0	8
> CC(=O)OC(C(=O)N1CCN(c2ccc(F)cc2)CC1)c1ccccc1 (stereo not given)
  1	1	2	7	15	90	2.0	0.0	-5
> CCNC(=S)Nc1ccc(OCc2nc3ccccc3s2)cc1
  1	5	7	4	1	98	-3.8	0.2	-14
> N#Cc1ccc(C23CC4(C2)[C@H](CN(Cc2cccnc2)[C@@H]4c2ccccc2)C3c2ccccc2)cc1 (stereo not given in full)
  -3	0	-3	-2	-9	102	1.1	0.1	1
> COc1ccc2c(c1)CC(C)C/C2=N\NC(=O)c1ccco1 (stereo not given)
  5	6	-8	1	-16	91	-1.1	0.3	-7
> Nc1ccc2nc(CN3CCOCC3)[nH]c2c1
  -3	9	6	9	12	101	-64*	-0.1	3
> CCc1ccc(C(=O)NNc2ccc(Cl)cc2)cc1
  -2	1	4	-2	-9	85	-1.9	0.0	-4
> CN1/C(=C/C=N/n2cnnc2)C(C)(C)c2ccccc21
  -4	6	7	-5	-10	81	-0.4	0.0	-6
> NCCCC[C@@H]1NC(=O)c2cc([N+](=O)[O-])cc(I)c2SC[C@@H](C(=O)NCC(N)=O)NC(=O)CNC1=O
  -1	-3	1	-2	-4	117	-0.5	-0.1	-4
> COc1cc(-c2c(C#N)c(N)nc3c2c(C)nn3-c2ccc(C)c(C)c2)cc(OC)c1OC
  -2	-6	3	-9	16	83	2.8	0.1	-17
> COc1ccc(C(=O)NCC(c2ccco2)N2CCc3ccccc32)c(OC)c1 (stereo not given)
  4	7	3	-3	1	103	0.6	-0.2	6
> Cc1cc(NC(=O)c2ccc(COc3ccccc3Cl)o2)no1
  1	9	1	1	3	113	6.8	0.1	-2
> CCOC(=O)C1=C(Cn2cnc3ccccc32)NC(=O)NC1c1cc(C)ccc1C (stereo not given)
  2	0	0	4	7	100	1.1	0.1	4
> CNc1nc(C)nc(-c2ccccc2O)n1
  0	0	0	4	-4	101	0.2	-0.2	16
> CCOC(=O)N1CCN(C(=O)/C(=C/c2cccs2)NC(=O)c2ccc(OC)c(OC)c2)CC1
  -4	-6	-5	-6	3	103	3.2	0.1	-6
> CC(=O)N1c2ccc(S(=O)(=O)NCCC(=O)NCCc3ccc(C)cc3)cc2CC1C (stereo not given)
  6	3	3	5	-5	115	-5.0	0.0	-10
> COc1ccc(CN(Cc2ccccn2)S(=O)(=O)c2ccc(-n3cnnn3)c(OC)c2)cc1
  -6	-2	4	-4	-6	106	1.1	0.2	-6
> CCSc1nc2c(c(=O)n(C)c(=O)n2C)n1Cc1ccc(Cl)cc1
  2	0	-2	0	0	110	0.8	0.0	-15
> CCOC(=O)c1ccc(NC(=O)Cc2cccs2)cc1
  -1	3	-3	4	6	93	0.7	0.1	3
> COc1ccc(OC)c(-c2csc(NC(=O)CSc3ccc(Br)cc3)n2)c1
  17	1	6	-4	15	86	3.1	0.1	3

# Looked up above.
# `CC1Cc2ccccc2N1C(=O)CSc1nnc2c(n1)[nH]c1ccc(F)cc12` (stereo not given) in CR mimetic SO has 111
# `NCCCC[C@@H]1NC(=O)c2cc([N+](=O)[O-])cc(I)c2SC[C@@H](C(=O)NCC(N)=O)NC(=O)CNC1=O` in ZTA DNA inh has -4

# Next structures:
# Results follow in this order: Fam108B counter	Bcl-xL primary	GLD-1 TGE inh	MCL1 BIM primary	ZTA DNA inh	CR mimetic SO	MEX-5 binding	Efflux pump inh	EBNA-1 inh
> C=CC[n+]1c(-c2ccc(OC)cc2)csc1NNC(=O)Nc1ccccc1
  2	-17	-3	-21	-4	105	-1.3	-0.1	-5
> CCc1[nH]c(=O)c(C#N)c2c1CCCC2
  -1	-4	-5	-6	4	106	-0.4	-0.1	0
> Cc1oc2cc([N+](=O)[O-])c(O)c([N+](=O)[O-])c2c1C(=O)c1ccc(Br)cc1
  4	12	-8	25	10	115	-4.4	0.1	9
> COc1cc(NC(=O)c2ccc(Cl)cc2)c(OC)cc1NC(=O)CN1CCOCC1
  3	3	8	-3	5	110	0.1	0.1	7
> CCCCNC(=O)C(C#N)c1nc2ccccc2nc1N1CCN(c2ccccc2F)CC1 (stereo not given)
  3	-2	-1	-7	6	111	-8.4	-0.1	3
> O=C(CSc1ncnc2c1oc1ccccc12)Nc1cccc(Cl)c1
  -16	-3	4	-9	-3	117	0.9	-0.2	-4
> N#Cc1ccc(CSc2nnc(-c3cccc(S(=O)(=O)N4CCCCC4)c3)o2)cc1
  -2	-1	-1	-4	-2	110	2.2	0.0	-3
> CC(C)(C)c1ccc(C(=O)N/C(=C\c2ccco2)C(=O)O)cc1
  4	9	1	5	-5	104	-1.1	0.1	-12
> O=C(Nc1ccc2c(c1)CCC2)c1cnn2c1NC(c1ccco1)CC2C(F)(F)F (stereo not given)
  -9	2	-4	10	-18	99	.	0.0	-2
> CCN(CC)c1ccc(NC(=O)CCCCC(=O)Nc2ccc(N(CC)CC)cc2)cc1
  -2	-1	7	1	-8	111	0.5	-0.3	-6
